High-throughput results: PubChem, several laboratories
PME-1 inh: PME-1 (human) inhibition | Q9Y570 | recombinant PME-1, FP-Rh probe fluorescence polarization | inhibition, % at 5.9 µM | hit rate 0.53% among 320,000;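 active = inhibition above the campaign mean of all compounds plus 3 SD, cut at about 26% in these data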;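 note: competitive labeling of PME-1 active site by serine hydrolase directed probe; 0% = PME-1 with DMSO and 100% = wells lacking PME-1 enzyme; inhibitors block probe labeling so polarization falls and inhibition rises; many of its hits are not listed in these tables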
Fam108B counter: blocks mouse Fam108B hydrolase in RBBP9 counter-screen; hit rate 0.33% among 300,000; inhibition, % at 9.51 µM; recombinant Fam108B, FP-Rh probe fluorescence polarization; AID 1947;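 active = inhibition above the screen mean inhibition plus 3 SD, computed separately per campaign, cut at about 18% in these data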;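 note: inhibitors lower polarization as less probe binds the enzyme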
MEX-5 binding: C. elegans MEX-5 TCR-2 RNA binding activity; Q9XUB2; MEX-5/FITC-TCR2 RNA binding, fluorescence polarization; stronger effect = lower value; activity score (negative = inhibition of binding), % at 10 µM; hit rate 0.38% among 300,000; AID 1832;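 active = inhibition past about -25% in most replicates, and total fluorescence under double the plate's negative control median, limit read from the data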;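 note: 0% = DMSO and -100% = 5 µM competing unlabeled TCR2 RNA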
Target sequence (Q9XUB2 whole entry, looked up): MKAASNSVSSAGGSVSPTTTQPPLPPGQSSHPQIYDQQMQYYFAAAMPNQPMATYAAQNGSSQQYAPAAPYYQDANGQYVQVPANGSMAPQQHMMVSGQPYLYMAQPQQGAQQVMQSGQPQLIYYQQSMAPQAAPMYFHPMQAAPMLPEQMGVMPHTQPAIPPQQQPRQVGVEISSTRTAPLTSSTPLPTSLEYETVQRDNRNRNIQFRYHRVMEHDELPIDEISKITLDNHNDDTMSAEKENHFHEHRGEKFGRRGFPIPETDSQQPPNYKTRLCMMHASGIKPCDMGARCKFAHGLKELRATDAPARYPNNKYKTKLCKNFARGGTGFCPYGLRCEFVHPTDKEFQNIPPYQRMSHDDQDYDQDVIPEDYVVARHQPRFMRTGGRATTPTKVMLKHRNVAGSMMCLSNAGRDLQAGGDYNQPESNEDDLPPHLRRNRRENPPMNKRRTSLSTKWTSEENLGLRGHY
GLD-1 TGE inh: GLD-1-TGE RNA interaction inhibition (C. elegans); Q17339; purified GLD-1 + fluorescein TGE RNA, fluorescence polarization; inhibition, % at 5.96 µM; hit rate 0.44% among 320,000;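 active = percent inhibition above a per-plate cutoff, the plate mean of test compounds plus 3 SD, cut at about 30% in these data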;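 note: 0% = DMSO wells with GLD-1 and probe and 100% = wells lacking GLD-1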
MCL1-BIM inh: MCL1-BIM-BH3 interaction inhibition (human). Q07820. GST-MCL1 / FITC-Bim-BH3 fluorescence polarization. inhibition, % at 10.9 µM. hit rate 0.68% among 320,000. AID 2057;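 active = inhibition above the mean inhibition of all tested compounds plus 3 SD, set per campaign, cut at about 40% in these data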;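 note: 0% = DMSO wells and 100% = unlabeled Bim-BH3 peptide control; higher means more loss of mP so more displacement of Bim peptide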
Target sequence (Q07820 whole entry, looked up): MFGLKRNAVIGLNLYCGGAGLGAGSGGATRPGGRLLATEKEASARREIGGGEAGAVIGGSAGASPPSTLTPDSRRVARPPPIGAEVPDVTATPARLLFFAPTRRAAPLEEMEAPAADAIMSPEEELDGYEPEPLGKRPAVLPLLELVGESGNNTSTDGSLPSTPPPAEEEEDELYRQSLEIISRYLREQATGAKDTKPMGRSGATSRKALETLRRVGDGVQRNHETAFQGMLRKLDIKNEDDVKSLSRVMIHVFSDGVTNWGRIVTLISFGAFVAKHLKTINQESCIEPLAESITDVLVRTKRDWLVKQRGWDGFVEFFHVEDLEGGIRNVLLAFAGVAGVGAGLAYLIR
Efflux pump mplx: inhibitors of Candida antifungal efflux pumps expressed in yeast; S. cerevisiae Candida pump triplex, Nile Red efflux; inhibition, % at 10 µM; hit rate 0.44% among 330,000;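 active = plate passing quality check with inhibition over a set limit, or well fluorescence over plate mean plus 4 SD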;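 note: Nile Red retained in pooled yeast measured as flow cytometry median fluorescence; 0% = buffer negative control and 100% = Enniatin B positive control; higher means more Nile Red kept so more efflux inhibition; some compounds called inactive have numbers as strong as hits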
VLA-4 inh: inhibition in a human VLA-4 binding assay. inhibition, % (about 7 µM as worked out from the volumes in the protocol). AID 2557. hit rate 0.2% among 330,000. P13612. VLA-4 expressing cells, ligand binding flow cytometry; in the data active = inhibition above about 50%
Bcl-xL primary: blocks human Bcl-xL binding to Bim BH3 peptide. GST-Bcl-xL / FITC-Bim BH3 peptide fluorescence polarization. inhibition, % at 10.9 µM. hit rate 0.7% among 320,000. AID 2129;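 active = inhibition above the mean of all tested compounds plus 3 SD, cutoff set per campaign, cut at about 30% in these data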;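 note: 0% = DMSO wells and 100% = unlabeled Bim-BH3 peptide competitor; inhibitors lower millipolarization by displacing the labeled peptide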
GRK2 inh: inhibitors of human GRK2 displacing RNA aptamer | P25098 | bead flow cytometry, FAM-aptamer displacement from GRK2 | inhibition of aptamer binding, % at 10 µM | hit rate 0.59% among 330,000 | AID 488847;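 active = inhibition of aptamer binding above 40%, roughly 3 SD of noise, on plates passing a quality check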;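 note: median bead fluorescence of bound FAM aptamer so fluorescent compounds give negative values; no value below 0 was filed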
An asterisk follows results filed as active; / = no result given. A portion of the library (hit frequency here may not be typical).

smiles	PME-1 inh	Fam108B counter	MEX-5 binding	GLD-1 TGE inh	MCL1-BIM inh	Efflux pump mplx	VLA-4 inh	Bcl-xL primary	GRK2 inh
COc1cc(Cl)c(C)cc1NC(=O)Cc1cccs1	6	-1	1.0	-2	0	-0.2	5	-2	2
CC(=O)NN1C(=O)c2ccc(Oc3ccc4c(c3)C(=O)N(NC(C)=O)C4=O)cc2C1=O	0	-2	1.5	1	8	0.0	8	5	0
CC1CN(C(=O)N[C@@H](Cc2ccccc2)C(=O)O)CC(C)O1 (stereo not given in full)	2	0	-0.6	-1	3	-0.1	20	4	2
COc1ccccc1CNC(=O)Cn1cc(Br)ccc1=O	3	2	-1.7	4	2	0.3	6	1	1
Cc1ccc(C(=O)C[n+]2ccccc2)cc1	/	/	0.1	/	/	-0.1	8	/	1
CN(C)CCOC1c2ccccc2C=Cc2ccccc21	-3	0	1.7	9	4	-0.1	-7	0	0
COc1cc2c(cc1OC)C(c1cc(Br)ccc1O)N(C(C)=O)CC2 (stereo not given)	3	-3	0.1	-1	9	-0.1	22	5	0
NS(=O)(=O)c1ccc(NC(=O)COC(=O)c2cn(-c3ccccc3)nc2-c2ccccc2)cc1	-39	-28	-2.6	-1	1	0.0	1	0	0
O=C(C1=NN[C@@H]2C(=O)N(c3ccccc3C(F)(F)F)C(=O)[C@H]12)C(c1ccccc1)c1ccccc1	-9	6	-2.6	4	-4	-0.3	15	1	1
C#CCOCCOCCOCCNc1nc(N2CCN(C(=O)Cn3cc(CCCCN)nn3)CC2)nc(N2CCN(C(=O)[C@H]([C@@H](C)CC)n3cc(CCCCN)nn3)CC2)n1	5	-1	/	3	8	0.0	33	4	0
CCN(c1cccc(C)c1)S(=O)(=O)c1ccc(-c2cc(C)no2)s1	6	0	-0.5	3	-3	-0.5	3	1	1
Cc1ccc(C)c(Cn2nnc3c(=O)[nH]c(C4CCN(S(=O)(=O)c5ccc(S(=O)(=O)N(C)C)cc5)CC4)nc32)c1	15	-12	0.4	10	-3	0.4	-19	5	4
Cc1ccc(-c2cc(C(=O)Nc3cc(C)on3)no2)cc1	-2	0	-0.4	47*	28	0.0	-23	37*	0
CCCCNC(=O)Cn1nc(C)c(S(=O)(=O)N2CCOCC2)c1C	-5	/	/	1	13	-0.1	10	9	0
CCCn1nnc(NC(=S)NC(=O)/C=C/c2ccco2)n1	6	4	-6.3	13	27	0.3	-1	17	0
COc1ccc(/C=C/C(=O)N2CCN(c3ccccc3)CC2)cc1S(=O)(=O)N1CCOCC1	2	1	1.2	11	0	0.0	4	-2	0
COCCCNC(=O)c1cn(-c2cccc(OC)c2)c(=O)c2ccccc12	-1	4	1.7	-1	6	0.0	-3	2	5
CC(NC(=O)c1ccccc1F)c1nnc(SCC(=O)NC2CCCCC2)n1C (stereo not given)	-7	-1	-0.2	10	4	-0.1	0	9	0
O=C(CN1C(=O)COc2ccccc21)NCc1ccc(C(=O)O)cc1	0	4	0.9	-3	2	0.0	23	1	2
COC(=O)[C@@]1(Cc2ccc(F)cc2)[C@H]2c3cc(C(=O)N(C)C)n(C[C@H](O)CO)c3C[C@H]2CN1C(=O)c1ccccc1	-2	7	/	-10	0	0.0	7	-1	1
NC(=O)C1(N2CCCCC2)CCN(C2CC(=O)N(Cc3cccs3)C2=O)CC1 (stereo not given)	-5	1	0.0	9	-1	0.2	5	0	0
O=C(NCc1ccncc1)C(=O)N/N=C/c1ccc(OCc2ccccc2)cc1	-4	-11	3.7	1	-51	0.0	-1	-8	1
CCc1ccc(C(N)=S)cc1	-1	-3	0.7	3	12	0.1	15	8	0
CC(C)C[C@@H](CN1C(N)=NC[C@@H]1C)NC(=O)CC12CC3CC(CC(C3)C1)C2	/	/	/	6	/	0.1	0	/	0
CCN(CC)C(=O)C1CCN(Cc2cccc(OCc3ccccc3)c2)CC1	2	-1	2.4	-1	5	0.0	-1	6	0
CC(C)Cc1nnc(NC(=O)c2ccc(N3CCCC3=O)cc2)s1	-5	4	-1.4	6	-1	-0.1	15	7	3
COc1ccccc1C/C(N)=N/OC(=O)COc1cc(C)cc(C)c1C	4	6	0.4	4	3	0.0	12	1	0
O=C(c1ccc(CS(=O)c2cccc(Cl)c2)o1)N1CCN(c2ccccn2)CC1 (stereo not given)	0	4	0.7	3	3	0.0	6	1	6
Cc1ccc(C)c(S(=O)(=O)N2CCCOC2CNC(=O)C(=O)NC2CCCC2)c1 (stereo not given)	2	-3	1.4	3	0	-0.1	-3	4	0
c1ccc(OCC2CCNCC2)nc1	-1	6	-1.0	-1	-13	0.0	5	-7	0
COc1ccc(Cn2c(=O)oc3ccc(C)cc32)cc1	3	4	-1.6	3	-2	0.0	-18	0	2
Cc1nnc(CN(C)C(=O)CC2C(=O)NCCN2Cc2ccccc2C)o1 (stereo not given)	-6	-2	-3.6	4	14	0.0	13	11	0
COc1ccc(CCNC(=O)CSCc2ccc(Br)cc2)cc1OC	-4	-5	5.1	2	13	0.0	15	1	2
CCCN1C(=O)c2[nH]nc(-c3cc(Cl)c(C)cc3O)c2C1c1ccc(O)c(OC)c1 (stereo not given)	16	6	-1.3	6	10	0.0	-2	9	0
O=C(CN1C(=O)C(=O)N(C2CCCC2)C1=O)NCCc1ccc(F)cc1	/	/	/	2	/	-0.2	0	/	3
O=C(N/N=C/c1cc([N+](=O)[O-])ccc1O)C1CCCCC1	-3	7	-2.2	-1	12	0.0	-2	8	3
CC(C)(C)C(=O)CCN1C(=O)C2(OCCO2)c2ccccc21	-4	-1	-2.2	6	6	0.0	23	6	1
COc1ccc(CC(=O)Nc2cccc3c2CCCC3)cc1	-7	-3	2.4	6	5	0.0	8	-4	4
OCCNC(=S)Nc1cc(Cl)cc(Cl)c1	3	5	-2.4	5	12	0.1	0	3	0
CC(C)CCN1CCN(C2CSCCSC2)CC1CCO (stereo not given)	-3	-2	-1.0	0	8	-0.1	-13	3	1
COc1ccccc1NC(=O)CNc1ccc(F)c(Cl)c1	1	4	2.6	5	-1	14*	7	3	1
COCC1CCN(Cc2cn(-c3ccccc3F)nc2-c2cc(C)sc2C)CC1	0	-2	0.3	8	5	-0.1	-14	3	5
O=C(O)c1ccc(-c2sc(Nc3ccccc3)n[n+]2-c2ccc(F)cc2)cc1	5	-2	4.1	-6	4	-0.1	-3	6	2
CCCCCc1ccc(OCCC[n+]2ccccc2)c(CCCCC)c1	-2	-1	2.7	5	-2	-0.1	11	1	0
O=C(CNC(=O)c1ccc(S(=O)(=O)N2CCCC2)cc1)N/N=C/c1ccc(Cl)cc1	-12	-5	-0.6	1	-2	0.1	-3	3	0
Cc1ccc2cc(CN(CCCO)S(=O)(=O)c3ccccc3F)c(=O)[nH]c2c1C	1	-1	-2.6	-3	0	0.0	4	0	1
CC12CCC(=O)N1C(C(=O)Nc1cc(C(F)(F)F)ccc1N1CCOCC1)CS2 (stereo not given)	2	-4	-1.4	6	2	0.1	6	1	1
N#Cc1ccccc1NC(=O)CSc1nccn1CCc1ccccc1	4	3	0.6	9	-1	-0.4	-4	-2	0
O=C(CSc1nc2ccccc2[nH]1)c1c[nH]c2ccccc12	-11	5	1.3	-1	2	0.0	-4	8	0
COc1ccc(OCCC(=O)OCC(=O)NC(=O)NC2CCCCC2)cc1	4	-4	-1.3	5	-2	-0.3	-7	-1	1
Cc1cc(N)n(-c2cc(C)c3ccccc3n2)n1	0	0	0.7	-1	4	-0.1	2	2	1
O=C1NC2=C(C(=O)c3ccccc32)C(c2ccccc2)N1 (stereo not given)	-1	0	0.7	6	-5	-0.1	3	-2	1
COC(=O)c1ccc(/C=C/c2ccc3cccc(OC)c3n2)cc1	-8	4	1.0	-1	3	-0.3	-2	6	3
O=C(CCCNS(=O)(=O)c1cccc2nsnc12)NCc1ccc(Cl)cc1	7	5	0.4	5	4	-0.1	12	8	2
C/C(=N\Nc1nc(Cl)c(Cl)cc1Cl)c1ccc(S(=O)(=O)NCc2ccco2)cc1	-5	-6	-2.0	-4	-2	-0.1	28	0	5
Cc1ccc(NC(=O)c2cc3c(s2)CCCC3)cc1	-4	4	0.2	-1	-6	-0.1	2	-3	1
CCN1C(=O)[C@H]2[C@@H](c3ccc(-c4ccc(OC)cc4)cc3)N[C@@](Cc3ccccc3)(C(=O)OC)[C@H]2C1=O	5	1	-0.3	1	7	-0.1	-4	4	43*
O=C(Nc1ccc(Cl)cc1)Nc1cccnc1	-10	-4	2.2	5	3	0.3	1	4	0
CC1(C)Cc2c(sc(NC(=O)COc3ccccc3)c2C#N)C(C)(C)N1	0	2	-2.9	-1	8	0.2	12	3	0

As a working copy, part of the list above.
smiles	PME-1 inh	Fam108B counter	MEX-5 binding	GLD-1 TGE inh	MCL1-BIM inh	Efflux pump mplx	VLA-4 inh	Bcl-xL primary	GRK2 inh
CC12CCC(=O)N1C(C(=O)Nc1cc(C(F)(F)F)ccc1N1CCOCC1)CS2 (stereo not given)	2	-4	-1.4	6	2	0.1	6	1	1
N#Cc1ccccc1NC(=O)CSc1nccn1CCc1ccccc1	4	3	0.6	9	-1	-0.4	-4	-2	0
O=C(CSc1nc2ccccc2[nH]1)c1c[nH]c2ccccc12	-11	5	1.3	-1	2	0.0	-4	8	0
COc1ccc(OCCC(=O)OCC(=O)NC(=O)NC2CCCCC2)cc1	4	-4	-1.3	5	-2	-0.3	-7	-1	1
Cc1cc(N)n(-c2cc(C)c3ccccc3n2)n1	0	0	0.7	-1	4	-0.1	2	2	1
O=C1NC2=C(C(=O)c3ccccc32)C(c2ccccc2)N1 (stereo not given)	-1	0	0.7	6	-5	-0.1	3	-2	1
COC(=O)c1ccc(/C=C/c2ccc3cccc(OC)c3n2)cc1	-8	4	1.0	-1	3	-0.3	-2	6	3
O=C(CCCNS(=O)(=O)c1cccc2nsnc12)NCc1ccc(Cl)cc1	7	5	0.4	5	4	-0.1	12	8	2
C/C(=N\Nc1nc(Cl)c(Cl)cc1Cl)c1ccc(S(=O)(=O)NCc2ccco2)cc1	-5	-6	-2.0	-4	-2	-0.1	28	0	5
Cc1ccc(NC(=O)c2cc3c(s2)CCCC3)cc1	-4	4	0.2	-1	-6	-0.1	2	-3	1
CCN1C(=O)[C@H]2[C@@H](c3ccc(-c4ccc(OC)cc4)cc3)N[C@@](Cc3ccccc3)(C(=O)OC)[C@H]2C1=O	5	1	-0.3	1	7	-0.1	-4	4	43*
O=C(Nc1ccc(Cl)cc1)Nc1cccnc1	-10	-4	2.2	5	3	0.3	1	4	0
